# FadD28 binding: inhibitors of FadD28 bisubstrate probe binding, primary screen, biochemical, fluorescence polarization, single point; 0.22% of 360,000 active; Mycobacterium tuberculosis FadD28 fatty-acid-AMP ligase; AID 588549, 2011; inhibition, % at 12.5 µM; in the data active = inhibition above about 8.5%, passing the limit was not always enough; inconclusive = no clear call, values can overlap the other calls
# PfHsp40 rescue: rescue of yeast from PfHsp40 toxicity, primary screen, S. cerevisiae, ATP luminescence | growth rescue, % at 12.5 µM | 0.68% of 340,000 active | AID 504582, 2011 | S. cerevisiae expressing PfHsp40, growth rescue; in the data active = growth rescue above about 28%, passing the limit was not always enough; inconclusive = no clear call, values can overlap the other calls;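 also: yeast W303a lacking pdr1 and pdr3 grown in galactose medium; growth measured after three days at 30 °C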
# FBA Mtb inh: Mtb FBA enzyme inhibitors, primary screen, biochemical, fluorescence, strain H37Rv. inhibition, % at 1 µM. Fructose-bisphosphate aldolase (Mycobacterium tuberculosis (strain ATCC 25618 / H37Rv)), …. purified M. tuberculosis FBA, fluorescence read-out. 2.3% of 360,000 active; in the data active = inhibition above about 27%;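 also: 0% = vehicle and 100% = reference inhibitor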
# BioA inh: M. tuberculosis BioA enzyme inhibitors, primary screen, biochemical, plate reader, single point, HTS | 0.096% of 360,000 active | inhibition, % at 9.99 µM | purified M. tuberculosis BioA enzyme | 7,8-diaminopelargonic acid synthase BioA (Mycobacterium tuberculosis); in the data active = inhibition above about 40%; inconclusive = no clear call, values can overlap the other calls
# UGM FP inh: M. tuberculosis UGM enzyme inhibitors, primary screen, biochemical, fluorescence polarization, single point; UDP-galactopyranose mutase (Mycobacterium tuberculosis (strain ATCC 25618 / H37Rv)), …; purified UGM, fluorescence polarization probe displacement; inhibition, % at 10 µM; 0.06% of 320,000 active; AID 504406, 2011; in the data active = inhibition above about 10%, passing the limit was not always enough; inconclusive = no clear call, values can overlap the other calls
# GDH-TPI inh: GDH-TPI coupling enzyme inhibitors, primary screen, artefact control for M. tuberculosis FBA inhibitor project, biochemical, absorbance, full deck; GDH-TPI coupled enzyme counterscreen, NADH absorbance; inhibition, % at 4.8 µM; 1.2% of 360,000 active; in the data active = inhibition above about 30%;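 also: 0% = DMSO wells and 100% = wells lacking the enzyme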
# Anthrax LF inh2: Bacillus anthracis LF protease inhibitors, primary screen, biochemical, multiplex microsphere, MLPCN library; multiplex microsphere protease cleavage assay; inhibition, % at 10 µM; 0.12% of 360,000 active; also: plate controls were buffer without enzyme for full effect and enzyme alone for no effect
# Target sequence (P15917 whole entry, looked up): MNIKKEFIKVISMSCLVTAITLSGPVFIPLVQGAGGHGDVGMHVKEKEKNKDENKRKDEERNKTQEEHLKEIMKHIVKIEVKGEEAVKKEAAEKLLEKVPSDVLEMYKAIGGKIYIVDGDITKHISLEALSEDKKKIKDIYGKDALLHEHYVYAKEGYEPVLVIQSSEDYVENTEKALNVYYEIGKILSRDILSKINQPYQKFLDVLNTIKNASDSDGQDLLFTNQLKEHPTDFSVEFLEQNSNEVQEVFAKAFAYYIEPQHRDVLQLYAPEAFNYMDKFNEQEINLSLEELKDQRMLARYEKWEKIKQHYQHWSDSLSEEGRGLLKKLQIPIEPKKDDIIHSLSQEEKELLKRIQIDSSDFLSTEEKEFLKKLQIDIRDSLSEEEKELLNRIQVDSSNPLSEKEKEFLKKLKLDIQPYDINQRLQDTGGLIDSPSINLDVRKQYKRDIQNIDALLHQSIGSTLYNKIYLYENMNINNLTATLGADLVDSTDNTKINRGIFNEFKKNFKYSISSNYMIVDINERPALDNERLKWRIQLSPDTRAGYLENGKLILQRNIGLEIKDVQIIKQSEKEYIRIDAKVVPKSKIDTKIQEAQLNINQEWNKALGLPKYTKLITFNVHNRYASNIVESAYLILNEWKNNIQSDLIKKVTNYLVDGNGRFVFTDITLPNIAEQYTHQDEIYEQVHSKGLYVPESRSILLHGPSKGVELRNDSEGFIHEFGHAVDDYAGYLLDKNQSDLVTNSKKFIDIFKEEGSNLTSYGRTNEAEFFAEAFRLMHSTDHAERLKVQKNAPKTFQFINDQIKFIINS
# BoNT A protease: BoNT/A light chain protease inhibitors, primary screen, biochemical, flow cytometry, MLPCN library. multiplex microsphere protease substrate cleavage. inhibition, % at 10 µM. 0.17% of 360,000 active. AID 588499, 2011; also: plate controls were buffer without enzyme for full effect and enzyme alone for no effect
# BoNT F protease: BoNT/F light chain protease inhibitors, primary screen, biochemical, flow cytometry, MLPCN library | Botulinum neurotoxin type F light chain protease (Clostridium botulinum) | Multiplex microsphere protease cleavage assay | inhibition, % at 10 µM | 0.22% of 360,000 active; in the data active = inhibition above about 35%, passing the limit was not always enough; inconclusive = no clear call, values can overlap the other calls; also: plate controls were buffer without enzyme for full effect and enzyme alone for no effect
# Active calls of the source: *; ? = inconclusive; / = no result given; & = joins results of further samples. Rule as the data show it, unless noted: active = inhibition above about 30%; inconclusive = no clear call, values can overlap the other calls; inactive = below that.
# The line under a structure holds: FBA Mtb inh, UGM FP inh, Anthrax LF inh2, GDH-TPI inh, FadD28 binding, PfHsp40 rescue, BoNT F protease, BoNT A protease, BioA inh
Cc1nc(C)c(C(=O)NCc2ccccc2Cl)o1
    0, -0.7, 4, -7, -1.3, -1.1, 0, 0.7, 1.3
O=C(Cn1cnc2c(nnn2Cc2ccc(F)cc2)c1=O)N1CCCCC1
    1, -0.1, -1, -9, -3.0, 4.1, 7, 0.4, 4.6
CN(C)c1cccc(C(=O)N2CCCC(C(=O)c3cc(F)ccc3F)C2)c1 (stereo unspecified)
    2, 1.4, -4, 0, -1.6, -0.6, -2, 0.4, /
C/C(CCCO)=N/Nc1ccc([N+](=O)[O-])cc1[N+](=O)[O-]
    1, -0.6, -2, 4, -0.8, -0.3, 2, -0.8, /
CN(CCO)c1c2c(nc3cc(-c4cccc(F)c4)nn13)CCCC2
    2, -3.6, 4, -1, -3.1, 0.2, 12, 3.5, /
CCOC(=O)N1CCN(C(=O)c2cn(-c3ccc(C)c(C)c3)c(=O)c3ccccc23)CC1
    13, /, -2, 9, 1.2, -0.4, -9, -0.2, 1.6
O=C(NCC1CCCCC1)c1ccc(Br)o1
    -1, -1.5, -3, -5, -1.7, 3.5, 0, 1.6, 2.6
Cc1noc(C)c1CSCc1ccc(Cl)cc1
    1, 2.8, -7, 6, -0.8, -0.3, 5, -0.5, 0.1
CC(C)OCCCNC(=O)C(NC(=O)c1ccc(Cl)cc1)C(C)C (stereo unspecified)
    0, -2.0, -6, 0, -3.4, 1.2, 6, 0.8, /
O=c1cc(NCc2ccccc2)c2ccccc2o1
    -2, 1.2, 2, -2, -4.2, -0.1, 8, 0.2, -2.0
CCCc1nn2c(N)c(/C=C3\C=Nc4ccccc43)c(=O)nc2s1
    0&-1, -1.6&1.6, 5&-4, 10&3, 4.5&0.8, 0.8&-2.0, -9&-3, -2.4&-0.9, -1.0&-0.5
COC(=O)c1ccccc1NC(=O)C1CCCCC1C(=O)O (stereo unspecified)
    9, -0.7, -3, -6, -3.0, 0.7, -2, ?, -1.0
COc1ccc(OCc2cc(C(=O)NCC3CCCCO3)no2)c(Cl)c1 (stereo unspecified)
    -2, -5.3, 0, 7, -2.1, 2.8, 8, -0.1, 0.9
O=C(Nc1ccccc1C(=O)N1CCOCC1)C1CCCO1 (stereo unspecified)
    -2, -2.2, -4, -1, -3.1, -0.9, 6, 5.0, -0.6
Cc1csc(SCC(=O)Nc2sccc2C#N)n1
    0, -0.4, -5, 13, -0.4, -0.3, -6, 0.0, /
CC(C)CC(c1nnnn1Cc1ccccc1)N1CCN(C(=O)c2ccco2)CC1 (stereo unspecified)
    2, -0.1, -1, 3, -1.0, 0.1, -3, -0.2, 2.2
Cc1ccc(-c2nn(CC(=O)NCCN3CCOCC3)c(=O)c3ccccc23)cc1
    1, 0.9, -2, 4, 0.0, 2.0, -7, -0.8, 1.3
CCOc1ccc(CCNC(=O)CCCn2c(=O)c3cccn3c3cccnc32)cc1OCC
    6, 2.1, 4, -10, 1.8, 0.8, -1, -2.7, 0.3
COc1ccc(CCC(C)NCc2cccc(Br)c2)cc1 (stereo unspecified)
    0, 0.2, 2, -2, -6.1, 1.1, ?, 1.2, 0.2
CC(=O)Nc1ccc(NC(=O)C(C)Sc2nnc(-c3ccc4c(c3)OCO4)o2)cc1 (stereo unspecified)
    -2, 0.4, -8, 2, -3.5, 0.5, -1, 0.5, 0.7
Cc1cccc(NC(=O)c2ccccc2NC(=O)c2ccccc2)n1
    -1, 2.7, 1, 8, -5.3, 5.9, ?, -6.0, /
Cc1ccc(C(=O)N2CCC3(CC2)Oc2ccc(Cl)cc2C(=O)C32CC(c3ccccc3)=NO2)s1 (stereo unspecified)
    0, 2.4, -2, 11, -0.8, -1.1, 0, -0.2, -1.0
CCOc1ccc(C(C)NC(=O)Nc2ccccc2C(=O)OC)cc1 (stereo unspecified)
    7, -1.2, 1, 6, -2.6, -0.7, 0, 0.5, -0.3
Cc1ccc(NC(=O)CN(C)CC(=O)Nc2c(C)cccc2C)c(Br)c1
    -6, 2.6, 1, -3, 0.0, -0.2, 15, 0.6, -0.8
COc1cc(CCC(=O)OCC(=O)Nc2cccc(S(=O)(=O)N(C)C)c2)cc(OC)c1OC
    1, -3.2, 1, 7, 1.3, 1.1, -3, -0.3, /
CCCCN(C)c1c(C)nc2ccc(C(=O)NCc3cccs3)cn12
    -1, /, -5, 2, -3.9, /, 0, 0.2, 0.2
Cc1nc(C(=O)NC2CCOCC2)sc1C1(C)CC(c2ccccc2)=NO1 (stereo unspecified)
    5, 2.9, -3, 7, -0.3, -2.1, -6, 0.0, 2.7
COc1ccc(/C=N/NC(=O)c2ccc(NC(C)=O)cc2)cc1COc1ccc(F)cc1F
    30*, -1.2, 4, 15, -1.3, -0.9, -5, -1.5, -2.1
COc1ccccc1NC(=O)COC(=O)C12CC3CC(CC(Cl)(C3)C1)C2
    -2, 4.5, -2, -4, -3.2, -0.7, -4, -0.1, -1.1
CN1CCN(NC(=O)c2c(-c3ccccc3)sc3ccccc23)CC1
    3, -0.2, 7, 10, 0.7, -1.9, -9, 0.4, -0.8
CC(=O)c1cccc(N2C(=NC(=O)COc3ccccc3)SC3CS(=O)(=O)CC32)c1 (stereo unspecified)
    -11, -1.3, -2, -5, -4.0, 0.9, -2, -1.8, 0.7
CCCCNc1nc2ccccc2nc1NS(=O)(=O)c1cccs1
    6, 1.5, -3, 24, 1.7, -1.3, 3, -0.3, /
Cc1cc(C)c(C#N)c(SCS(=O)Cc2ccccc2)n1 (stereo unspecified)
    -2, 0.1, -2, 7, -1.8, 0.6, 6, 0.8, 13
CN(C(=O)/C=C/c1ccc(F)cc1)C1CCCCC1
    0, -3.3, -27, -3, -0.5, /, -45, -7.6, -0.7
COc1ccc(CN(Cc2nc3ccccc3c(=O)[nH]2)C(=O)C(C)(C)C)cc1
    3, 4.3, 6, -1, -0.3, 0.2, 12, 1.0, -0.8
COc1ccc(CCNC(=O)CSc2n[nH]c(C)c2[N+](=O)[O-])cc1OC
    0, -5.4, -5, 0, -1.4, 0.8, -11, 0.4, /
Cn1c(N)c(C(=O)COC(=O)c2ccccc2NCc2ccco2)c(=O)n(C)c1=O
    12, -3.9, 3, -2, -2.2, -0.1, -4, -1.0, /
C=CCn1c(SCC(=O)Nc2ncc(Cc3cc(Cl)ccc3Cl)s2)nnc1-c1ccncc1
    0, 1.1, /, -1, 0.1, -1.5, /, /, /
S=c1[nH]nc(-c2ccco2)n1/N=C/C(Cl)=C/c1ccccc1
    -6, -0.1, /, 14, -2.6, 7.8, /, /, 2.6
Cc1cccc(NC(=O)CSc2nnc(CSc3nc(C)cc(C)n3)o2)c1
    -1, -0.8, 2, 2, -1.5, -0.2, -24, -1.6, /

# Taken from the listing (3 entries):
# The line under a structure holds: FBA Mtb inh, UGM FP inh, Anthrax LF inh2, GDH-TPI inh, FadD28 binding, PfHsp40 rescue, BoNT F protease, BoNT A protease, BioA inh
Cc1cc(C)c(C#N)c(SCS(=O)Cc2ccccc2)n1 (stereo unspecified)
    -2, 0.1, -2, 7, -1.8, 0.6, 6, 0.8, 13
CN(C(=O)/C=C/c1ccc(F)cc1)C1CCCCC1
    0, -3.3, -27, -3, -0.5, /, -45, -7.6, -0.7
COc1ccc(CN(Cc2nc3ccccc3c(=O)[nH]2)C(=O)C(C)(C)C)cc1
    3, 4.3, 6, -1, -0.3, 0.2, 12, 1.0, -0.8

# More records
# The line under a structure holds: FBA Mtb inh, UGM FP inh, Anthrax LF inh2, GDH-TPI inh, FadD28 binding, PfHsp40 rescue, BoNT F protease, BoNT A protease, BioA inh
Nc1cc(=O)[nH]c(SCc2cccc3ccccc23)n1
    6, -0.4, -15, -2, -1.0, -1.0, -29, -2.9, -2.1
CNC(=O)COc1coc(CN2CCN(Cc3ccccc3)CC2)cc1=O
    1, -2.5, 2, -9, -2.5, -0.7, 2, 0.6, -1.0
CCOc1ccc(OCC)c(Nc2cc(C)nc3nc(C)nn23)c1
    6, 2.2, 0, 8, -1.6, -0.3, -12, -1.4, -1.6
C[C@@H]1CN([C@@H](C)CO)C(=O)CCCn2nncc2CO[C@H]1CN(C)S(=O)(=O)c1ccc(Oc2ccccc2)cc1
    0, /, -4, 7, -0.8, /, -13, -0.4, 0.5&-0.5
Cc1onc(-c2ccccc2Cl)c1C(=O)NCCN1Cc2ccccc2C1=O
    2, 0.1, -1, 5, -3.0, -0.2, 3, 0.6, /
O=C(Nc1cccnc1)c1ccc(C(=O)Nc2cccnc2)cc1
    -1, 1.1, -4, 2, -0.8, -1.0, 2, -0.3, /
Cc1ccc(-c2nnn(CC(=O)N(CCO)C(C(=O)NC(C)(C)C)c3ccncc3)n2)cc1 (stereo unspecified)
    -5, -1.2, 1, -16, -3.5, -0.4, 0, 0.3, 1.9
COC(=O)c1cc(S(=O)(=O)C(C)C)c(S(C)=O)s1 (stereo unspecified)
    -2, -2.4, ?, -3, -0.2, 0.5, -11, -3.5, 0.4
O=C(CN1CCCC1)NCC1(c2ccccc2)CCOCC1
    1, -1.3, 3, 6, -0.3, -1.3, -10, -1.0, -2.7
Nc1c2c(nn1-c1ccccc1)CCC2
    5, -0.8, -10, -2, -1.7, 0.6, -10, -2.6, 0.3
N[C@@H](Cc1c[nH]c2ccccc12)c1nnc(SCc2ccc(F)cc2)o1
    -1, /, -3, 4, -1.8, -1.2, -4, ?, -0.9
CCOC(=O)c1cc(C)sc1NC(=O)c1ccc(Cl)s1
    8, -0.5, 1, -12, 2.1, -0.5, -9, 1.5, 0.7
O=C(Cc1cccs1)N(c1ccccc1)C1C=CS(=O)(=O)C1 (stereo unspecified)
    2, 1.7, -2, 11, -0.2, -0.9, 1, 1.4, -1.5
COc1ccc(CCNC(=O)CSc2nncn2N)cc1OC
    0, 0.1, 3, -9, -3.6, -0.9, 1, -0.5, -0.3
CC(C)Cn1cc(C(=O)N2CCC3(CC2)OCCO3)c2c3ccccc3n(C)c2c1=O
    37*, -2.1, -4, 11, 1.6, -0.9, 1, 0.7, 0.3
C[C@@H]1CN([C@H](C)CO)C(=O)CCCn2nncc2CO[C@H]1CN(C)Cc1ccc2c(c1)OCCO2
    0, /, -4, 14, -4.3, /, 0, -0.4, 0.7&-2.1&-0.4
O=C(CN1CCN(CC(=O)c2ccc(Cl)cc2)CC1)c1ccc(Cl)cc1
    0, /, 2, -10, -3.4, -0.1, -4, 1.3, -0.6
Cc1cc(NC(=O)COc2ccc(N(C)S(=O)(=O)c3ccccc3)cc2)no1
    4, 2.9, -6, -3, -3.0, 3.0, -19, -0.6, 1.6
COc1nnc(-c2ccc(N3CCCCC3)c(NC(C)=O)c2)c2ccccc12
    -2, -1.1, 2, 7, -4.2, 4.8, 2, ?, 5.5
COCOCCn1cc(CN2CCS(=O)(=O)N(Cc3ccc(-c4ccc(Cl)nc4)cc3)C(C(C)C)C2=O)nn1 (stereo unspecified)
    -1, /, 1, 4, -7.5, /, 4, 0.3, 0.3
Cc1cc(NCc2ccncc2)ccc1Br
    1, -0.9, -1, 0, -1.9, -0.5, -2, 0.1, /
O=C(COc1ccc(Cl)cc1)Nc1cc(NC(=O)COc2ccc(Cl)cc2)cc(C(=O)O)c1
    -4, 1.0, -8, -1, -19, 0.0, 0, -3.8, 3.3
N#CCC(=O)Nc1ccc(C(=O)Nc2cccc(S(N)(=O)=O)c2)cc1
    6, -0.5, -6, -6, -6.3, 1.0, 0, 0.3, -1.5

# Assay outcomes deposited in PubChem BioAssay by several laboratories.
